# NCI-60 one-dose screen, 48 h, at 10 µM unless noted. Numbers give growth in % (100 = growth as untreated, 0 = no growth, -100 = all killed).
# NCI-H460 = NCI-H460 lung cancer; hit rate 6.8% among 82,000; AID 1794736
# HCT-15 = HCT-15 colon cancer; hit rate 5.2% among 82,000
# HCT-116 = HCT-116 colon cancer; AID 1794798; hit rate 7.3% among 82,000
# NCI-H23 = NCI-H23 lung cancer | hit rate 4% among 80,000
# COLO 205 = COLO 205 colon cancer; hit rate 7.3% among 79,000
# NCI-H322M = NCI-H322M lung cancer | hit rate 2.7% among 80,000
# NCI-H226 = NCI-H226 lung cancer; hit rate 3.5% among 79,000
# NCI/ADR-RES = NCI/ADR-RES ovarian cells | hit rate 4.4% among 81,000 | AID 1794790
# NCI-H522 = NCI-H522 lung cancer; hit rate 8% among 78,000; AID 1794739
# * marks the source's active call; other numbers are inactive results; · = no result given; & = joins results of further samples; [ ] = dose if it differs, or a comment. The calls were made as follows: active = growth percent below 10; inactive = the rest. Compounds as they come; any-hit rate near 13%.
# Each structure is followed by: NCI-H460	HCT-15	HCT-116	NCI-H23	COLO 205	NCI-H322M	NCI-H226	NCI/ADR-RES	NCI-H522
- C#CCOc1ccc2ncnc(N3CCN(C(=O)CCl)CC3)c2c1
  101.2[8.25 µM]	58.8[8.25 µM]	27.7[8.25 µM]	93.3[8.25 µM]	96.1[8.25 µM]	99.3[8.25 µM]	-15.9*[8.25 µM]	98.5[8.25 µM]	-59.5*[8.25 µM]
- N#C/C(=C\c1ccc(N2CCOCC2)cc1)C(=O)Nc1sc2c(c1C#N)CCC2
  101.5	93.3	98.9	88.7	115.8	99.1	77.0	95.3	73.3
- CCc1c2c(nc3ccc(OC(=O)OCc4ccc(B5OC(C)(C)C(C)(C)O5)cc4)cc13)-c1cc3c(c(=O)n1C2)COC(=O)[C@]3(O)CC
  -6.3*	9.3*	14.5	-30.6*	7.7*	1.9*	-59.9*	-0.9*	-28.3*
- c1n[nH]cc1-c1nc2ccc3cn[nH]c3c2c2c1CCCC2
  101.4	96.2	89.5	90.2	102.2	86.8	46.4	88.7	70.7
- O=C(Cc1ccccc1)NNc1nc(-c2ccccc2)nc2ccccc12
  101.1	97.0	101.7	92.7	106.4	97.8	84.6	98.9	·
- CC1CN=C(C(c2ccccc2)c2ccc(Br)cc2)N1CCO (stereo not given)
  106.8	96.6	99.2	90.4	112.7	95.0	98.1	97.3	90.7
- COc1cc2ncnc(N3CCC(Cc4ccccc4)CC3)c2cc1OC
  105.1	112.3	98.7	99.8	102.1	117.0	102.6	100.4	100.1
- Nc1nc(Nc2ccc(Cl)c(Cl)c2)cc(=O)[nH]1
  114.4	103.0	100.1	95.9	115.8	95.5	102.1	98.7	87.7
- O=C1CSC(=S)N1/N=C/c1ccc(OCc2ccccc2)cc1
  102.6	100.5	113.3	96.0	107.3	·	81.8	103.4	97.8
- CCOC(=O)CC(c1ccccc1)N1CCCCC1 (stereo not given)
  113.2	115.5	105.6	104.4	113.4	106.1	101.3	110.7	100.6
- CCOC(=O)C1=C(C)N=C2SC=C(c3ccc(F)cc3)N2[C@H]1c1cn[nH]c1-c1ccc(Cl)cc1
  87.8	64.1	67.5	83.7	104.8	80.6	89.2	94.6	64.2
- Fc1cc(F)c(-c2cnc3nonc3n2)cc1F
  101.5	94.0	83.5	102.3	113.3	102.8	108.3	112.8	80.3
- C=CCNC(=S)NNc1cc(=O)[nH]c2ccc(Cl)cc12
  102.6	100.6	99.8	99.3	92.8	93.7	95.0	100.1	89.1
- S=C(NCc1ccccc1)C(=S)NCc1ccccc1
  98.8	81.1	85.9	86.5	101.7	105.4	·	97.7	·
- O=C(Nc1ccc(-n2cc(-c3ccncc3)c(-c3ccc(O)c(Cl)c3)n2)cc1)Nc1cccc(Cl)c1Cl
  43.0	43.1	36.8	66.0	39.1	79.7	73.7	66.7	66.1

# Reformatted bar-delimited: entries from further up.
Structure | NCI-H460 | HCT-15 | HCT-116 | NCI-H23 | COLO 205 | NCI-H322M | NCI-H226 | NCI/ADR-RES | NCI-H522
CCc1c2c(nc3ccc(OC(=O)OCc4ccc(B5OC(C)(C)C(C)(C)O5)cc4)cc13)-c1cc3c(c(=O)n1C2)COC(=O)[C@]3(O)CC | -6.3* | 9.3* | 14.5 | -30.6* | 7.7* | 1.9* | -59.9* | -0.9* | -28.3*
c1n[nH]cc1-c1nc2ccc3cn[nH]c3c2c2c1CCCC2 | 101.4 | 96.2 | 89.5 | 90.2 | 102.2 | 86.8 | 46.4 | 88.7 | 70.7
O=C(Cc1ccccc1)NNc1nc(-c2ccccc2)nc2ccccc12 | 101.1 | 97.0 | 101.7 | 92.7 | 106.4 | 97.8 | 84.6 | 98.9 | ·
CC1CN=C(C(c2ccccc2)c2ccc(Br)cc2)N1CCO (stereo not given) | 106.8 | 96.6 | 99.2 | 90.4 | 112.7 | 95.0 | 98.1 | 97.3 | 90.7
COc1cc2ncnc(N3CCC(Cc4ccccc4)CC3)c2cc1OC | 105.1 | 112.3 | 98.7 | 99.8 | 102.1 | 117.0 | 102.6 | 100.4 | 100.1
Nc1nc(Nc2ccc(Cl)c(Cl)c2)cc(=O)[nH]1 | 114.4 | 103.0 | 100.1 | 95.9 | 115.8 | 95.5 | 102.1 | 98.7 | 87.7
O=C1CSC(=S)N1/N=C/c1ccc(OCc2ccccc2)cc1 | 102.6 | 100.5 | 113.3 | 96.0 | 107.3 | · | 81.8 | 103.4 | 97.8
CCOC(=O)CC(c1ccccc1)N1CCCCC1 (stereo not given) | 113.2 | 115.5 | 105.6 | 104.4 | 113.4 | 106.1 | 101.3 | 110.7 | 100.6
CCOC(=O)C1=C(C)N=C2SC=C(c3ccc(F)cc3)N2[C@H]1c1cn[nH]c1-c1ccc(Cl)cc1 | 87.8 | 64.1 | 67.5 | 83.7 | 104.8 | 80.6 | 89.2 | 94.6 | 64.2
Fc1cc(F)c(-c2cnc3nonc3n2)cc1F | 101.5 | 94.0 | 83.5 | 102.3 | 113.3 | 102.8 | 108.3 | 112.8 | 80.3
C=CCNC(=S)NNc1cc(=O)[nH]c2ccc(Cl)cc12 | 102.6 | 100.6 | 99.8 | 99.3 | 92.8 | 93.7 | 95.0 | 100.1 | 89.1
S=C(NCc1ccccc1)C(=S)NCc1ccccc1 | 98.8 | 81.1 | 85.9 | 86.5 | 101.7 | 105.4 | · | 97.7 | ·
O=C(Nc1ccc(-n2cc(-c3ccncc3)c(-c3ccc(O)c(Cl)c3)n2)cc1)Nc1cccc(Cl)c1Cl | 43.0 | 43.1 | 36.8 | 66.0 | 39.1 | 79.7 | 73.7 | 66.7 | 66.1

# Going on with the list:
# Each structure is followed by: NCI-H460	HCT-15	HCT-116	NCI-H23	COLO 205	NCI-H322M	NCI-H226	NCI/ADR-RES	NCI-H522
- Cc1nn(-c2ccccc2)c2nc3c(c(-c4ccc(Cl)cc4)c12)CNC1(CCSCC1)N3
  99.6	100.5	90.7	97.4	94.5	100.4	81.2	97.3	110.2
- O=C1NC(=O)C(C2=NNC(c3cc4ccccc4[nH]3)C2)C(=O)N1 (stereo not given)
  102.5	98.7	92.9	92.6	89.9	88.7	50.4	99.9	56.2
- COc1cc(-c2nnc(-c3nc4ccccc4nc3Cl)o2)cc(OC)c1OC
  96.5	81.9	91.6	95.8	107.7	102.1	91.7	98.5	99.0
- COc1ccc(-c2nnc(Nc3ccc(C(F)(F)F)cc3)o2)cc1
  114.4	101.5	96.9	93.9	105.4	102.1	·	96.9	69.5
- c1ccc(Nc2ccc(Nc3nc(-c4ccccc4)nc4ccccc34)cc2)cc1
  83.4	37.5	74.9	86.9	78.5	90.5	81.2	79.0	·
- CC1(C)Oc2cc3oc(=O)ccc3cc2C[C@@H]1OCCn1ccnc1
  104.8	104.8	96.5	100.7	108.6	105.3	89.6	99.7	94.9
- O=C(NCc1ccccc1F)c1cccc(NS(=O)(=O)c2ccc3c(c2)OCCO3)c1
  102.6	109.6	92.5	97.2	229.9	101.2	85.3	101.8	90.3
- COc1ccc2nc(NS(=O)(=O)c3ccc(N=Cc4ccccc4O)cc3)sc2c1
  115.0	103.7	95.2	101.0	98.2	105.3	112.8	108.7	64.9
- Clc1cnc(Nc2ccc(OCCN3CCCC3)cc2)nc1NCc1ccco1
  3.3*	6.0*	7.5*	10.2	·	19.9	-9.4*	18.5	55.2
- O=C(NCCc1nccs1)c1cnc2c(S)cccc2c1
  0.7*	17.6	2.2*	34.2	-52.4*	29.7	46.1	5.3*	-65.7*
- Cc1nc2ccccc2c(/C=C/c2ccc(Br)cc2)c1C(N)=O
  95.7	104.6	94.6	92.1	117.0	99.3	·	100.0	78.8
- CC(=O)c1cccc(Nc2ccnc(SCC(=O)c3ccc(-c4ccccc4)cc3)n2)c1
  92.3	84.9	85.8	82.2	100.1	84.8	78.4	86.0	62.3
- O=C(NC1CCCCC1)C(c1ccccc1O)N(C(=O)C1CCc2cc(F)ccc2O1)c1ccc(F)cc1F (stereo not given)
  100.7	100.6	92.9	98.5	113.5	98.7	105.1	101.1	81.2
- CN(C)c1ccc(/C=C/c2n(Cc3ccc4ccccc4c3)c3ccccc3[n+]2Cc2ccc3ccccc3c2)cc1
  -75.9*	-84.4*	-62.7*	-91.4*	-41.7*	-90.0*	-65.2*	-80.7*	-69.1*
- O=C(CNc1ccc(O)cc1)Cn1cc(COc2ccc(C=Nc3cnc4ccccc4c3)cc2)nn1
  111.9	106.5	105.3	111.2	119.7	102.5	107.5	112.2	104.1

# Continued.
# Each structure is followed by: NCI-H460	HCT-15	HCT-116	NCI-H23	COLO 205	NCI-H322M	NCI-H226	NCI/ADR-RES	NCI-H522
- c1ccc(C2=NC(c3ccccc3)C(c3ccccc3)N2)cc1 (stereo not given)
  102.8	106.2	91.8	102.3	104.5	115.9	96.2	99.9	114.4
- CCc1ccc(N2C(=O)CCSC2=S)cc1
  106.5	98.0	103.1	98.4	113.7	102.7	109.6	103.8	89.4
- CC(C)c1cccc(C(C)C)c1OCCN(C(C)C)C(C)C
  107.0	99.0	99.5	102.3	108.5	97.8	101.5	104.1	81.9
- [2H]c1c([2H])c(-n2cc3cccc(C(N)=O)c3n2)c([2H])c([2H])c1C1CCCNC1 (stereo not given)
  75.7	83.6	71.7	76.8	75.8	74.2	87.4	85.6	85.0
- COc1cc2nc(Sc3cnc(N)s3)n(Cc3ccccc3)c(=O)c2cc1OC
  104.7	93.1	94.8	95.5	127.6	97.3	89.6	93.8	80.2
- O=C(O)C(Cc1ccccc1)N1C(=O)/C(=C/C(Cl)=C/c2ccc([N+](=O)[O-])cc2)SC1=S (stereo not given)
  50.1	41.2	-59.5*	16.1	17.4	70.9	71.2	68.7	0.8*
- C=C(C)[C@@H]1CC[C@]2(CN)CC[C@]3(C)[C@H](CC[C@@H]4[C@@](C)(CCCN)[C@H](C(=C)C)CC[C@]43C)[C@@H]12
  94.7	62.8	50.1	91.1	34.5	90.2	90.6	94.5	94.0
- O=C(Nc1ccc(F)cc1)c1cc2cc(Nc3nc(-c4ccccc4)nc4ccccc34)ccc2oc1=O
  113.1	111.7	96.3	90.1	123.1	100.0	102.1	95.5	97.6
- COc1ccc(/C=C/c2nc(Nc3ccc(S(=O)(=O)Nc4cc(C)on4)cc3)c3ccccc3n2)cc1
  53.9	48.8	68.1	81.3	48.6	37.3	65.9	75.7	63.5
- OCC[C@H]1C[C@H]1/C=C/c1ccccc1
  105.0	101.1	97.5	104.3	103.6	96.5	90.4	100.4	91.0
- O=c1[nH]cnc2cccc(Cl)c12
  110.2	107.8	101.7	107.5	99.7	94.4	87.5	108.6	83.7
- COc1cccc2c(=O)c3c(sc12)c(NCc1ccccc1)nc1ccccc13
  89.1	98.3	91.5	90.6	101.4	94.0	77.8	101.1	89.1
- COc1ccc2c(c1)OC1=C(C(=O)OC1)C2c1cc(OC)c2c(c1)OCCO2 (stereo not given)
  6.9*	12.8	4.1*	16.2	-69.6*	44.3	-13.6*	13.9	-10.7*
- Cc1nnc2c(N3NC(=O)CC3=O)nc3ccccc3n12
  105.2	94.7	97.1	97.7	101.1	90.7	89.3	106.6	100.8
- Oc1ccc2ccccc2c1/C=N\Nc1ccccn1
  ·	28.7	1.7*	0.0*	91.0	-12.6*	9.0*	0.9*	6.7*

# Following part:
# Each structure is followed by: NCI-H460	HCT-15	HCT-116	NCI-H23	COLO 205	NCI-H322M	NCI-H226	NCI/ADR-RES	NCI-H522
- Cc1ccc(N=Nc2c(N)n[nH]c2N)cc1
  108.1	101.7	106.7	112.3	120.0	128.1	94.5	107.1	120.4
- O=C(O)c1cc(N=Nc2ccc([N+](=O)[O-])cc2)ccc1O
  100.6	105.6	90.1	96.7	110.7	70.6	78.7	97.7	·
- Cc1cccc(CSc2nc(N)nc3nc[nH]c23)n1
  102.7	102.3	105.0	101.6	101.5	105.9	99.6	109.0	89.6
- O=C(CSCc1ccccc1)c1ccccc1
  109.8	95.6	96.9	107.1	121.4	101.4	93.0	115.7	86.8
- COc1ccc(Nc2n[nH]c(Cc3ccccc3)n2)cc1
  106.1	100.5	92.8	91.3	106.2	88.8	109.3	107.7	98.4
- Cc1cc(O)c(/C=N/C(=S)Nc2ccc(S(N)(=O)=O)cc2)c(=O)o1
  106.4	99.9	97.9	95.7	106.2	105.7	100.0	97.2	90.2
- CC1=NNC(C)(C)C1
  124.5	106.8	99.7	113.9	113.1	106.0	101.9	119.2	95.8
- OC(CSc1ccccc1)CN1CCN(c2cccc(Cl)c2)CC1 (stereo not given)
  108.6&114.2	101.4&104.6	97.5&93.3	96.6&103.5	99.9&105.2	102.1&108.1	89.5&91.4	88.7&99.6	83.7&103.8
- CC1=NN(c2cccc(Cl)c2)C(=O)/C1=C\c1cn(Cc2cccc3ccccc23)c2ccccc12
  97.2	93.3	75.9	79.7	101.7	94.7	92.5	92.6	89.2
- CCCOP(=O)(OCCC)OCC1OC(n2ccc(N)nc2=O)C(O)C1O (stereo not given)
  106.4	100.8	108.7	100.3	98.8	88.2	97.8	106.2	90.0
